LYPLA1 counter: LYPLA1 inhibitors, primary screen, counter-screen for PME1 inhibitor project, biochemical, fluorescence polarization, FP-Rh probe ABPP; Acyl-protein thioesterase 1 (Homo sapiens), O75608; recombinant LYPLA1; inhibition, % at 5.9 µM; 320,000 tested, 0.16% active; AID 2174, 2009;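 active means inhibition above the mean of all tested compounds plus 3 SD, set per campaign, cut at about 14% in these data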;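 further: inhibitors block serine hydrolase probe labeling of LYPLA1 so polarization falls; 0% = enzyme with DMSO and 100% = wells lacking LYPLA1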
Target sequence (O75608 whole entry, looked up): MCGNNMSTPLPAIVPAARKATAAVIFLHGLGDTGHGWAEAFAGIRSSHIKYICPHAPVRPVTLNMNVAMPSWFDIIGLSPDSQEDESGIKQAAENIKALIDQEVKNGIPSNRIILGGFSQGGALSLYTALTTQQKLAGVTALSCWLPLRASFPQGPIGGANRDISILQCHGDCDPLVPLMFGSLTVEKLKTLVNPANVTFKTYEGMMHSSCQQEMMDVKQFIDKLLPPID
LYPLA2 inh: LYPLA2 inhibitors, primary screen, counter-screen for PME1 inhibitor project, biochemical, fluorescence polarization, FP-Rh probe ABPP. Acyl-protein thioesterase 2 (Homo sapiens), O95372. recombinant LYPLA2. inhibition, % at 5.9 µM. 320,000 tested, 0.38% active;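 active means inhibition above the screen-wide mean plus 3 SD, limit set per campaign, cut at about 26% in these data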;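 further: 0% = LYPLA2 with DMSO and 100% = wells lacking LYPLA2 enzyme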
PAD4 inh: human PAD4 inhibitors, primary screen, biochemical, fluorescence polarization, 1536-well format | recombinant PAD4, RCA probe fluorescence polarization | inhibition, % at 6.36 µM | AID 485272, 2010 | 330,000 tested, 0.41% active;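 active means percent inhibition above a cutoff equal to the mean of all tested compounds plus 3 SD, cut at about 15% in these data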;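 further: 0% = PAD4 with RCA probe and DMSO and 100% = probe without PAD4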
PAFAH1B3 inh: PAFAH1B3 enzyme inhibitors, primary screen, biochemical, fluorescence polarization, human; Platelet-activating factor acetylhydrolase IB subunit alpha1 (Homo sapiens), Q15102; recombinant PAFAH1B3, FP-rhodamine probe; inhibition, % at 3.39 µM; 340,000 tested, 0.28% active;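 active means inhibition above the screen-wide average of all tested compounds plus 3 SD, cut at about 25% in these data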;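 further: 0% = enzyme with DMSO only and 100% = wells lacking PAFAH1B3 protein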
Target sequence (Q15102 whole entry, looked up): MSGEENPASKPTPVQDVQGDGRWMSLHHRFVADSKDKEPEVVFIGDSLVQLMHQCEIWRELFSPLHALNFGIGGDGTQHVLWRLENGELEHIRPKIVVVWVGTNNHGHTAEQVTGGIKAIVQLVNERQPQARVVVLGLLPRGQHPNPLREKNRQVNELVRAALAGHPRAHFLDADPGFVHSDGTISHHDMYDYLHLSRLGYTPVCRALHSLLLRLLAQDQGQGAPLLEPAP
GSTO1 inh: inhibitors of recombinant GSTO1, primary screen, counter-screen for RBBP9 inhibitor project, biochemical, fluorescence polarization; Glutathione S-transferase omega-1 (Homo sapiens), P78417; activity-based probe fluorescence polarization; inhibition, % at 5.96 µM; 300,000 tested, 1.1% active; AID 1974, 2009;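 active means inhibition above the campaign mean inhibition plus 3 SD, cut at about 35% in these data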;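 further: 0% = GSTO1-1 with DMSO and 100% = wells lacking GSTO1-1 enzyme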
Target sequence (P78417 whole entry, looked up): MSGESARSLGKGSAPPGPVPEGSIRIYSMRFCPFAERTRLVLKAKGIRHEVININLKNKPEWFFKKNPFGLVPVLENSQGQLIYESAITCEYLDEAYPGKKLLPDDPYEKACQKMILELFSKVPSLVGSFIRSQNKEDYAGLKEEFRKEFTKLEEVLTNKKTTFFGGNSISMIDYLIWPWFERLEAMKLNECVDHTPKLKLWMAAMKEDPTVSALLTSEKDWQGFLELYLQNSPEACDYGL
EBNA-1 inh: EBNA-1 DNA-binding inhibitors, primary screen, biochemical, fluorescence polarization; inhibition, % at 14.8 µM; 300,000 tested, 0.34% active; in the data active means inhibition above about 28%
PAFAH2 FP inh: PAFAH2 enzyme inhibitors, primary screen, biochemical, fluorescence polarization, human. AID 492956, 2010. recombinant PAFAH2, FP-rhodamine activity probe. Platelet-activating factor acetylhydrolase 2, cytoplasmic (Homo sapiens), Q99487. inhibition, % at 3.39 µM. 340,000 tested, 0.99% active;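 active means inhibition above the mean over all tested compounds plus 3 SD, cut at about 30% in these data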;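 further: inhibitors block probe labeling of enzyme so polarization drops; 0% = enzyme with DMSO and 100% = wells lacking PAFAH2 protein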
ZTA counter: blocks Epstein-Barr virus ZTA, an EBNA-1 counter-screen; P03206; ZTA-DNA binding, fluorescence polarization; inhibition, % at 11 µM; 320,000 tested, 0.15% active; in the data active means inhibition above about 33%
Target sequence (P03206 whole entry, looked up): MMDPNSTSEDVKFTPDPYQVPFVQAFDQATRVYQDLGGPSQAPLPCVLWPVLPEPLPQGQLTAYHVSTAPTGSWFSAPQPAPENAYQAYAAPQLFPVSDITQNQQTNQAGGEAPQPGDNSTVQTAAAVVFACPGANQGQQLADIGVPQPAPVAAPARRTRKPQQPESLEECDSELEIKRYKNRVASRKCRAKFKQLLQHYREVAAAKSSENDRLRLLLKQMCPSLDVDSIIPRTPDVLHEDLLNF
PREPL inhibitor: PREPL enzyme inhibitors, primary screen, biochemical, fluorescence polarization; inhibition, % at 5.96 µM; 320,000 tested, 0.68% active; Prolyl endopeptidase-like (Homo sapiens), Q4J6C6; AID 2751, 2010; recombinant PREPL, fluorescence polarization activity-based probe; in the data active means inhibition above about 43%;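 further: 0% = enzyme with DMSO and 100% = wells lacking enzyme; many of its hits are not listed in these tables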
* hit, by the source's call; . = no result given. A portion of the library; the hit share may differ from the screen's.

SMILES	LYPLA1 counter	LYPLA2 inh	PAD4 inh	PAFAH1B3 inh	GSTO1 inh	EBNA-1 inh	PAFAH2 FP inh	ZTA counter	PREPL inhibitor
C[C@@H]1CN([C@@H](C)CO)C(=O)c2cc(NC(=O)C3CC3)ccc2O[C@H]1CN(C)C	.	.	3	5	.	.	0	.	-4
O=C(NCCCCCCNC(=O)OCCO)OCCO	0	1	0	-3	0	-3	0	-3	-3
Cc1cc2ccccn2c1C(=O)c1cc([N+](=O)[O-])cc([N+](=O)[O-])c1	-1	1	-8	7	3	6	-4	-2	6
Cc1ccc(-n2nc(C)c(/C=N/n3c(C)n[nH]c3=S)c2Cl)cc1	-1	2	-8	3	5	-7	0	0	12
c1ccc(CSc2ccc(-c3cccs3)nn2)nc1	2	4	3	7	8	14	7	-9	-3
CCn1c(SCC(=O)N2CCC(C)CC2)nc2c(c1=O)SC(C)C2 (stereo not drawn)	2	3	-2	-6	0	-5	-2	0	17
CO/N=C\C(=N\Nc1ccc(OC)cc1)C(=O)c1ccccc1	0	-8	-1	4	5	-9	-1	19	4
CCn1c(-c2cc(OC)ccc2OC)csc1=Nc1c(C)n(C)n(-c2ccccc2)c1=O	3	11	-1	7	8	-13	1	-9	1
CCOC(=O)CCNC(C)C1COc2ccccc2O1 (stereo not drawn)	0	3	-2	5	6	1	0	1	-9
CN(C(=O)CSc1nnc(-c2cccnc2)n1-c1ccccc1F)C1CCS(=O)(=O)C1 (stereo not drawn)	1	5	-3	3	-4	2	13	10	4
Cc1ccc2ncnc(Nc3cccc([N+](=O)[O-])c3)c2c1	-8	0	-3	1	-5	12	-7	9	10
COc1ccccc1NC(=S)N1CCC(c2nc3cc(C)c(C)cc3[nH]2)CC1	-3	-3	1	4	4	-6	0	-3	5
CCCCCC(=O)NNC1CC(=O)N(c2ccccc2)C1=O (stereo not drawn)	-2	-5	1	.	2	-6	.	-7	2
O=C1NC(c2ccccc2)=C(c2ccc3ccccc3n2)C(c2ccncc2)N1 (stereo not drawn)	1	2	-6	-4	-6	2	-1	-26	4
CC(=O)Nc1nc2cc3c(cc2s1)OCO3	0	2	2	-3	-6	8	2	10	-6
Cc1ccc(Oc2ncc(CN3CCOCC3)s2)cc1	0	6	-2	10	1	-3	1	-9	8
Cc1c(CN2CCC(C(=O)Nc3cccc(-c4cccc(Cl)c4)c3)CC2)cnn1C	0	8	-3	2	-6	-7	8	-6	-42
O=C(C[N+]1(CC#Cc2ccccc2)CCCCC1)c1ccc(Cl)cc1	-2	-4	-1	5	14	-7	1	-30	-52
Cc1cc(C(=O)NCC(=O)OC(C(=O)Nc2cc(C(F)(F)F)ccc2Cl)c2ccccc2)ccc1[N+](=O)[O-] (stereo not drawn)	-25	-54	0	-4	-2	3	-16	17	0
Cc1cc(C(F)(F)F)n(-c2nc(C(=O)NNS(=O)(=O)c3ccccc3[N+](=O)[O-])cs2)n1	-3	-6	-6	-3	-5	11	14	18	-10
NC(=O)NC(c1ccccc1)c1cccc2ccccc12 (stereo not drawn)	1	3	-1	3	-1	3	10	2	-18
COc1ccc(CCNC(=S)Nc2cccc(C)c2)cc1	-1	-1	3	8	-8	1	4	-8	-13
Cc1nc(-c2ccccc2)nc(-c2ccccc2)n1	0	4	-2	0	7	5	6	-10	8
CCOC(=O)c1ccc(S(=O)(=O)N(CCO)Cc2cc3cc(OC)c(OC)cc3[nH]c2=O)cc1	-4	-1	-2	-8	-7	2	-1	-11	-8
CCC12CN(C(=O)c3ccco3)CC(CC)(CN(C(=O)c3ccco3)C1)C2=O	-3	7	-4	3	0	0	-8	5	3
SMILES	LYPLA1 counter	LYPLA2 inh	PAD4 inh	PAFAH1B3 inh	GSTO1 inh	EBNA-1 inh	PAFAH2 FP inh	ZTA counter	PREPL inhibitor
COc1ccc(C(=O)N2c3ccccc3CC2C)cc1OC (stereo not drawn)	-1	-6	3	1	-5	5	-3	-5	-2
O=C(Oc1nsnc1N1CCOCC1)N1CCOCC1	-2	-5	2	5	1	8	31*	-1	0
CCc1nc2sccc2c(=O)n1N	-1	6	-1	16	7	2	2	-19	12
C1CN(c2nc3nonc3nc2N2CCOCC2)CCO1	3	-3	-3	.	5	-7	.	-14	7
CCOC(=O)CCN(Cc1ccccc1)S(=O)(=O)c1csc(C(N)=O)c1	2	0	-1	1	3	0	-6	5	5
N#CC1CC(c2ccccc2)=NN1c1ccccc1[N+](=O)[O-] (stereo not drawn)	0	1	1	5	-7	2	17	9	4
Cc1ccc(C)c(C(=O)CN2C(=O)NC3(CCCCCCC3)C2=O)c1	0	5	-1	8	1	-1	-2	-8	13
Cc1ccc(S(=O)(=O)N2CCN(C(=O)N3CCOCC3)CC2)c(C)c1	4	1	-3	6	8	2	21	8	1
O=c1[nH]c(C2CCCCC2)nc2ccccc12	4	-4	-4	0	11	1	1	-8	-5
COc1cc(OC)cc(C(=O)N2CCN(S(=O)(=O)c3ccc(Cl)s3)CC2)c1	-1	5	-3	0	.	.	0	7	18
Cc1ccc(NC(=O)C/C(N)=N/O)cc1C	-1	0	-1	4	8	5	2	-8	12
COC(=O)c1cc(-c2ccc3c(c2)OCO3)nc2ccccc12	1	12	0	-9	-1	-7	-11	-27	16
CCOC(=O)n1c(=O)[nH]c2ccc(Br)cc21	2	0	-5	8	7	-6	9	-6	10
CS(=O)(=O)Nn1cnc2ccccc2c1=O	-1	3	-4	-4	-8	2	-2	2	-6
C=C(C)COc1ccc2c(C)c(CCC(=O)NC3CC3)c(=O)oc2c1	-1	7	-4	8	-6	13	-3	12	12
COc1cccc(C(=O)COC(=O)c2ccc(NC(=O)c3ccccc3)cc2)c1	1	4	-10	-2	1	-1	5	3	-7
COc1ccc(NC(=O)CSc2nnc(C)n2C2CC2)cc1S(=O)(=O)N1CCOCC1	-2	-3	-3	8	.	.	3	-6	14
O=C(CSc1ccc2nnc(-c3cccnc3)n2n1)N1CCOCC1	-1	-2	0	11	-5	-5	13	-14	-1
Cc1ccc(-c2cc(C(=O)N3CCc4ccccc4C3)no2)cc1	-2	3	-2	1	-1	12	-9	12	-30
CNC(=O)c1ccc(-c2cc(C(F)(F)F)nn2C)s1	1	-2	-2	.	-3	-16	.	1	14
Cc1cccc(OCC(=O)NC(Cc2c[nH]c3ccccc23)C(=O)O)c1C (stereo not drawn)	-1	-3	-4	1	6	-4	4	-17	14
CC(CS(=O)(=O)c1ccc2c(c1)NC(=O)CS2)C(=O)NCc1ccccc1Cl (stereo not drawn)	-7	4	-6	-4	-8	-13	9	-6	12
CN(C)S(=O)(=O)c1cccc(C(=O)OCC(=O)NC2CCCc3ccccc32)c1 (stereo not drawn)	-1	-1	-9	9	-1	-3	14	-8	-7
Cc1c(C(=O)Nn2cnnc2)oc2ccccc12	-1	1	-7	8	-9	-2	-5	-9	5
CCOC(=O)C1=C(N)OC2=C(C(=O)CC(C)(C)C2)C1c1ccccc1OC (stereo not drawn)	1	1	2	1	6	4	-2	-1	-2

In another format: entries from further up
Every second line gives: LYPLA1 counter, LYPLA2 inh, PAD4 inh, PAFAH1B3 inh, GSTO1 inh, EBNA-1 inh, PAFAH2 FP inh, ZTA counter, PREPL inhibitor
O=C(Oc1nsnc1N1CCOCC1)N1CCOCC1
  -2, -5, 2, 5, 1, 8, 31*, -1, 0
CCc1nc2sccc2c(=O)n1N
  -1, 6, -1, 16, 7, 2, 2, -19, 12
C1CN(c2nc3nonc3nc2N2CCOCC2)CCO1
  3, -3, -3, ., 5, -7, ., -14, 7
CCOC(=O)CCN(Cc1ccccc1)S(=O)(=O)c1csc(C(N)=O)c1
  2, 0, -1, 1, 3, 0, -6, 5, 5

(list continues)
SMILES	LYPLA1 counter	LYPLA2 inh	PAD4 inh	PAFAH1B3 inh	GSTO1 inh	EBNA-1 inh	PAFAH2 FP inh	ZTA counter	PREPL inhibitor
COc1ccc(C)cc1NC(=O)CSc1nnc(-c2ccc(C)cc2)o1	-3	-3	-1	1	-4	5	-2	1	7
COc1ccc(S(=O)(=O)N2CCOCC2)cc1NC(=O)[C@@H]1CCCN1C(=O)c1cccs1	1	-5	-4	7	8	-4	10	0	-5
CCN(CC)S(=O)(=O)c1ccc(N2CCOCC2)c(NCC(=O)Nc2ccc(F)cc2)c1	2	7	1	3	0	-2	1	-5	-2
CCC(=O)c1ccc(N2CCN(C(=O)c3ccccc3F)CC2)c(F)c1	0	3	1	2	4	0	1	1	18
C1=CC(c2cc3ccccc3o2)OC(CCc2ccccc2)C1 (stereo not drawn)	-2	0	-3	7	11	9	-9	-7	-20
CCCCn1c(SCC(=O)NCc2cccs2)nc2c1c(=O)n(C)c(=O)n2C	1	-3	3	-5	0	-2	-1	4	7
CCOC(=O)C1CCCN(C(=O)c2ccc(OC(C)=O)cc2)C1 (stereo not drawn)	-3	-4	-3	10	2	20	1	2	5
Cc1cc(Oc2ccccc2)nc(-c2ccccc2)n1	1	7	1	10	-2	3	-2	-7	2
Cc1cc(C)nc(N2CCC(C(=O)NCCc3ccccc3)CC2)n1	1	-4	-7	-1	2	-10	-2	13	5
O=C(CN1C(=O)C(=O)N(Cc2ccco2)C1=O)Nc1ccc(F)c(F)c1F	.	.	-3	8	.	.	4	.	0
COc1cccc(C(=O)Nc2ccc3c(c2)n(C)c(=O)n3C)c1	-4	3	-4	15	3	-1	2	-1	-3
CCc1ccc(C(=O)COC(=O)C(CCSC)NC(=O)c2ccccc2)cc1 (stereo not drawn)	0	4	-1	5	20	-12	2	-11	-9
CCOc1ccc(N(CC(=O)NCCOc2ccc(C)cc2)S(=O)(=O)c2ccccc2)cc1	-4	-7	2	-1	4	3	-1	4	-8
CCOc1ccccc1C1CC(c2ccc(Br)cc2)Nc2nc(N)nn21 (stereo not drawn)	-1	-2	2	2	-4	2	-3	6	23
CCOc1ccc(N2CC(C(=O)Nc3ccccc3OC)CC2=O)cc1 (stereo not drawn)	0	1	-5	2	1	-3	2	9	14
O=C(CNC(=O)c1ccccc1F)OCC(=O)N1CCCCC1	1	2	0	4	1	7	10	0	8
COc1ccc(COC(=O)N/N=C(\C)CC(=O)Nc2ccc(Cl)cn2)cc1	0	1	-10	.	1	-2	.	3	-7
Cc1ccc(NC(=O)CSc2nnc(C3CC3)n2CC2CCCO2)c(C)c1 (stereo not drawn)	2	2	-2	5	4	1	5	8	24
CCOC(=O)CSc1nc(N2CCOCC2)c2c(c1C#N)CC(C)(C)N(C)C2	8	20	-4	4	-3	2	0	-26	21
CCOC(=O)C1=C(C)NC(=O)NC1c1ccc(-c2ccccc2F)o1 (stereo not drawn)	-4	0	-1	3	-16	5	-3	2	-10
CCOc1ccc(N(CC)S(=O)(=O)c2c(C)[nH]c(=O)[nH]c2=O)cc1	0	-2	0	-3	-1	14	2	2	14
O=C(CCNS(=O)(=O)c1ccc(Br)s1)NCc1ccc(F)cc1	-2	-3	0	-2	-11	10	4	16	-5
COc1cc([C@@H]2c3cc4c(cc3[C@@H](O)[C@H]3COC(=O)[C@H]23)OCO4)cc(OC)c1O[Si](C)(C)C(C)(C)C	-6	-10	1	-4	-5	-15	-17	2	11
CC(C)C(NS(=O)(=O)c1cccc2nsnc12)C(=O)NCc1ccco1 (stereo not drawn)	0	4	-1	3	-4	2	-5	5	0
CCCCN(C(=O)c1cc2ccccc2o1)c1c(N)n(CCCC)c(=O)[nH]c1=O	-5	0	-3	14	.	.	-2	-7	-4
CNC(=O)CN1C(=O)CSc2ncccc21	-1	2	1	-1	6	2	2	15	2
NNC(=O)c1[nH]c2ccc(Br)cc2c1-c1ccccc1	-19	-17	-1	-1	-7	8	3	-2	13

Assay outcomes (PubChem)
